BL2 CD40 inh – CD40 pathway inhibition in BL2 cells. inhibition, % at 10 µM. BL2 NF-kB luciferase reporter, CD40L-induced, 4 h. actives 0.94% (n = 83,000);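 active = mean inhibition of at least 50% with a set share of replicates also reaching that level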;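 note: 0% = neutral control wells and 100% = IKK inhibitor VII at 50 µM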
An asterisk follows results filed as active; & = joins results of further samples; [ ] = remark or other dose. Not all compounds are listed; rates above refer to the full screens.

compound | BL2 CD40 inh
CC(C)NC(=O)N(C)C[C@H]1Oc2c(NS(=O)(=O)c3cn(C)cn3)cccc2C(=O)N([C@@H](C)CO)C[C@@H]1C | -6
Cc1cc2cc(CNC(=O)Nc3ccccc3)ccc2n1C | 5
COc1ccc(-c2csc(-c3cccnc3)n2)cc1C | -151
COc1ccc(NC(=O)CSc2n[nH]c(=O)n2C2CC2)cc1Cl | -5
O=C(NCC1CCCO1)c1cc(S(=O)(=O)Nc2ccc(Br)cc2)ccc1Cl (stereo unspecified) | 0
O=C(OCC(=O)N1CCc2ccccc21)c1c2c(nc3ccccc13)CCCC2 | -42
N#C[C@H]1[C@@H](c2ccccc2)[C@@H](CO)N1C(=O)c1ccc2c(c1)OCO2 | 19[25 µM]
C/C=C/c1ccc([C@H]2[C@@H](C#N)N(c3ncc(CC)s3)[C@@H]2CO)cc1 | 0[25 µM]

Continuation.
compound | BL2 CD40 inh
Cc1c(C(=O)OCCOc2ccccc2)[nH]c2c1C(=O)CCC2 | 66*
Cc1cccc(NC(=O)c2ccc(NC(=O)CC3SC(N4CCCC4)=NC3=O)cc2)n1 (stereo unspecified) | -16
Cc1c[n+](C)ccc1CC1C([N+](=O)[O-])=C[N-]c2ncnn21 (stereo unspecified) | 5
CCCc1cc(=O)[nH]c(SCC(=O)Nc2sccc2C#N)n1 | 5
C/C(N)=C(/C#N)C(=O)COC(=O)COc1ccc(Cl)cc1 | 22
COc1cc(O)c(C(=O)CC(=O)c2ccncc2)c(OC)c1 | -2
C/C=C/c1ccc(C2[C@H]3CNC[C@@H]2N3Cc2cc(-c3ccccc3)on2)cc1 (stereo partly specified) | -26&-3[25 µM]
COC(=O)C1CCN(c2ccc(Cl)nn2)CC1 | 1

The listing continues:
compound | BL2 CD40 inh
c1csc(-c2nc(CN3CCSCC3)cs2)c1 | 30
O=C(COC(=O)c1cccnc1)Nc1ccc2c(c1)OCO2 | 7
CCCC(=O)N1CC2(CCN(S(=O)(=O)CC)CC2)c2c(n(C)c3cc(OC)ccc23)[C@H]1CO | 10[25 µM]
CC(C)[C@H]1CC=CC[C@@H](C)Oc2ccccc2C(=O)N(C)[C@H](Cc2ccccc2)C(=O)N1 (mixture of isomers) | 24[25 µM]
Cc1ccc(S(=O)(=O)N2CCCCC2)cc1NC(=O)c1c(-c2ccccc2)noc1C | 9
COc1ccc(OCCN2CCC(C(=O)NC(c3ccccn3)c3ccccc3OC)CC2)cc1 (stereo unspecified) | 4
CCCC(=O)Nc1ccc2c(c1)OC[C@H](C)N(S(=O)(=O)c1cn(C)cn1)C[C@@H](C)[C@@H](OC)CN(C)C2=O | -13[25 µM]
N#C[C@@H]1[C@@H](c2ccccc2C2=CCCC2)[C@H](CO)N1C(=O)NC1CCCCC1 | 30[25 µM]

Arranged by value in BL2 CD40 inh (largest number first): 6 from the list above
molecule | BL2 CD40 inh
Cc1ccc(S(=O)(=O)N2CCCCC2)cc1NC(=O)c1c(-c2ccccc2)noc1C | 9
Cc1c[n+](C)ccc1CC1C([N+](=O)[O-])=C[N-]c2ncnn21 (stereo unspecified) | 5
COc1ccc(OCCN2CCC(C(=O)NC(c3ccccn3)c3ccccc3OC)CC2)cc1 (stereo unspecified) | 4
O=C(NCC1CCCO1)c1cc(S(=O)(=O)Nc2ccc(Br)cc2)ccc1Cl (stereo unspecified) | 0
COc1cc(O)c(C(=O)CC(=O)c2ccncc2)c(OC)c1 | -2
COc1ccc(NC(=O)CSc2n[nH]c(=O)n2C2CC2)cc1Cl | -5

Later entries
compound | BL2 CD40 inh
COc1ccc(NC(=O)c2cc(-c3cccs3)on2)cc1 | -81
Cc1[nH]c2ccccc2c1C(O)c1ccncc1 (stereo unspecified) | 10
COc1ccccc1C(=O)NCCC(=O)NCCOc1ccccc1 | 3
Nc1c(NCCN2CCCCC2)c2ccccc2oc1=O | 8
COc1ccccc1CNC(=O)C[C@H]1CC[C@H]2[C@@H](COC[C@H](O)CN2Cc2ccc3c(c2)OCO3)O1 | 12[25 µM]
COc1ccccc1CN1[C@@H]2CNC[C@H]1C2c1ccc(-c2ccncc2)cc1 (stereo partly specified) | -2

Among those listed so far, five contain a cyano group.
compound | BL2 CD40 inh
N#C[C@H]1[C@@H](c2ccccc2)[C@@H](CO)N1C(=O)c1ccc2c(c1)OCO2 | 19[25 µM]
C/C=C/c1ccc([C@H]2[C@@H](C#N)N(c3ncc(CC)s3)[C@@H]2CO)cc1 | 0[25 µM]
CCCc1cc(=O)[nH]c(SCC(=O)Nc2sccc2C#N)n1 | 5
C/C(N)=C(/C#N)C(=O)COC(=O)COc1ccc(Cl)cc1 | 22
N#C[C@@H]1[C@@H](c2ccccc2C2=CCCC2)[C@H](CO)N1C(=O)NC1CCCCC1 | 30[25 µM]

Compound activity deposited in PubChem BioAssay by Broad Institute.
